NOD1 inhibition – NOD1 signaling inhibitors, primary screen, cell-based, luminescence, uHTS (AID 1578); NOD1-driven NF-kB luciferase reporter cells, luminescence; higher % means a stronger effect; inhibition, % at 4 µM, or EC50 in µM where a hit was titrated; 290,000 tested, 1% active; in the data active = inhibition mostly above about 36%, no sharp cut-off; inactive = mostly below about 34%;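 also: HEK-293T reporter cells stimulated with the NOD1 agonist gamma-tri-DAP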
HIV peptide binding – inhibitors of HIV fusion peptide binding, primary screen, biochemical, uHTS, fluorescence dequenching (AID 1986); cell-free peptide binding, fluorescence dequenching, 30 min; higher % means a stronger effect; 290,000 tested, 0.3% active; inhibition, % at 20 µM, or IC50 in µM where a hit was titrated; in the data active = inhibition mostly above about 52%, no sharp cut-off; inactive = mostly below about 76%; also: some results filed as inactive read as strong as hits
GPR55 LPI antagonism – GPR55 antagonists blocking LPI-driven arrestin recruitment, primary screen, imaging, U2OS, beta-arrestin-GFP, LPI agonist (AID 2013). one-dose inhibition, % at 10 µM; IC50 in µM for titrated hits. G-protein coupled receptor 55 (Homo sapiens). U2OS GPR55 beta-arrestin-GFP translocation imaging, LPI antagonism; higher % means a stronger effect. 290,000 tested, 0.13% active;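 active = spots per cell inhibited over 60%, with over 100 cells counted and total cytoplasm intensity under 500,000; inconclusive = wells with under 100 cells, flagged as likely toxic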;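 also: U2OS cells stably carrying GPR55 and arrestin-GFP stimulated by 5 µM LPI near EC80; imaged beta-arrestin-GFP aggregate spots per cell after agonist stimulation; plate controls were LPI-stimulated DMSO wells for no effect and DMSO wells without LPI for full effect; some results filed as inactive read as strong as hits; confirmed hits need IC50 under 10 µM and bright autofluorescent wells are also inconclusive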
SIAH1 antagonists – Siah-1 peptide-binding antagonists, primary screen, biochemical, fluorescence polarization, rhodamine-plectin, uHTS (AID 1817); E3 ubiquitin-protein ligase SIAH1 (Homo sapiens); Siah-1 / rhodamine-plectin peptide fluorescence polarization; higher % means a stronger effect; displacement, % at 20 µM, or IC50 in µM where a hit was titrated; 290,000 tested, 0.02% active;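 active = displacement of at least 50% at 20 µM, with a fluorescence ratio check between 0.3 and a set limit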;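 also: plate controls were Siah plus tracer with DMSO for no effect and tracer alone without Siah for full effect; strong numbers were not always called active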
GPR35 arrestin U2OS – GPR35 antagonists blocking zaprinast-driven arrestin recruitment, primary screen, imaging, U2OS, beta-arrestin-GFP, zaprinast agonist (AID 2058) | G-protein coupled receptor 35 (Homo sapiens) | U2OS GPR35 beta-arrestin-GFP translocation imaging, zaprinast antagonism; higher % means a stronger effect | inhibition, % at 10 µM; hits with a dose series show IC50 in µM | 290,000 tested, 0.052% active;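 active = inhibition of at least 50% with at least 30 cells and total cytoplasm GFP at most 10,000,000; inconclusive = under 30 cells or total GFP of 10,000,000 plus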
AID2073 – inhibitors of Mint1-CaV2.2 protein interaction, biochemical, HTRF (AID 2073); Voltage-dependent N-type calcium channel subunit alpha-1B (Homo sapiens); HTRF protein-protein interaction, Mint1-CaV2.2; higher % means a stronger effect; inhibition, % at 20 µM; hits with a dose series show IC50 in µM; 290,000 tested, 0.19% active; in the data active = inhibition mostly above about 51%, no sharp cut-off; inconclusive = no clear call, values can overlap the other calls; inactive = mostly below about 53%; also: some results filed as inactive read as strong as hits
KOR beta-arrestin-1 – KOR antagonists, beta-arrestin recruitment, cell-based, luminescence, uHTS (AID 1778) | Kappa-type opioid receptor (Homo sapiens) | KOR beta-arrestin recruitment, luminescence, antagonist mode; higher % means a stronger effect | inhibition, % at 10 µM, or IC50 in µM where a hit was titrated | 290,000 tested, 0.091% active; in the data active = inhibition above about 50%; also: strong numbers were not always called active
KOR beta-arrestin-2 – KOR agonists, beta-arrestin recruitment, primary screen, cell-based, luminescence, uHTS (AID 1777); Kappa-type opioid receptor (Homo sapiens); KOR beta-arrestin recruitment, luminescence; higher % means a stronger effect; activation, % at 10 µM; hits with a dose series show EC50 in µM; 280,000 tested, 0.02% active; in the data active = activation above about 50%, passing the limit was not always enough; also: a part of the inactive calls stands beside numbers as strong as those of hits
GPR55 beta-arrestin – GPR55 agonists via beta-arrestin recruitment, primary screen, imaging, U2OS cells, beta-arrestin-GFP redistribution (AID 1961) | G-protein coupled receptor 55 (Homo sapiens) | U2OS GPR55 beta-arrestin-GFP redistribution imaging; higher % means a stronger effect | activation, % at 10 µM, or EC50 in µM where a hit was titrated | 290,000 tested, 0.048% active;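 active = activation above 40% with more than 50 cells counted in the well; inconclusive = wells holding fewer than 50 cells, flagged as toxic or sparse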;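 also: U2OS osteosarcoma cells stably expressing GPR55 and beta-arrestin-GFP; plate controls were DMSO negative control for no effect and LPI positive control for full effect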
* hit, by the source's call; ? = inconclusive; nt = no result given; [ ] = remark or other dose. Only part of the results is shown. The share of hits here may be higher or lower than overall.

#	SMILES	NOD1 inhibition	HIV peptide binding	GPR55 LPI antagonism	SIAH1 antagonists	GPR35 arrestin U2OS
1	COc1ccc(-c2ccc(-c3noc(-c4ccc(OC)c(OC)c4)n3)c(OC)n2)cc1	-70%	0.3%	6%	6%	13%
2	CN(C)c1ccc(C(=O)N2CCCC(N3CCN(Cc4ccc5c(c4)OCO5)CC3)C2)cc1 (configuration not stated)	-18%	-0.3%	1%	1%	-6%
3	CC(C)OCCCN1CC(=O)N2C(c3ccccc3)c3[nH]c4ccccc4c3C[C@H]2C1=O (some centres not stated)	4%	-0.3%	-14%	-5%	11%
4	COc1ccccc1N1CCN(C2CCCCC2NS(=O)(=O)c2ccccc2)CC1 (configuration not stated)	-16%	-2.0%	6%	3%	13%
5	CCCCN(C)C1=Nc2cccc3cccc1c23	6%	1.5%	-2%	10%	15%
6	CC(OC(=O)c1snc(C(=O)NC2CCCCC2)c1N)C(=O)NC1CCCCC1 (configuration not stated)	2%	0.1%	10%	-2%	13%
7	CC1CCCCC1NC(=S)Nc1ccc(Cl)cc1Cl (configuration not stated)	42%*	2.1%	5%	-2%	1%
8	CSc1ccccc1C(=O)Nc1ccccc1C(=O)N1CCCC1	-15%	1.2%	9%	3%	0%

#	AID2073	KOR beta-arrestin-1	KOR beta-arrestin-2	GPR55 beta-arrestin
1	48%	-10%	7.4%	-0.2%
2	0%	-9%	4.5%	-0.1%
3	-5%	17%	-3.9%	-0.3%
4	2%	2%	6.8%	-0.1%
5	7%	-8%	-3.9%	0.0%
6	3%	-22%	0.5%	0.4%
7	-3%	-57%	-4.1%	-0.2%
8	-4%	-36%[20 µM]	1.9%	-0.1%

More records
#	SMILES	NOD1 inhibition	HIV peptide binding	GPR55 LPI antagonism	SIAH1 antagonists	GPR35 arrestin U2OS
9	CCn1nc(C(=O)Nc2nc3ccccc3[nH]2)c2ccccc2c1=O	-38%	-0.1%	23%	15%	-8%
10	CC(=O)N1CCN(CC(=O)Nc2c(Cl)ccc(C)c2Cl)CC1	-25%	-0.9%	1%	-3%	-14%
11	O=C(c1sccc1-n1cccc1)N1CCCC1	7%	-0.6%	2%	-2%	-11%
12	COC(=O)CCCC(=O)N1CCCC(C(=O)c2ccc(OC)cc2C)C1 (configuration not stated)	-9%	-0.7%	-8%	-6%	8%
13	CN1CCN(S(=O)(=O)c2ccc3[nH]cc(C(=O)O)c(=O)c3c2)CC1	nt	-2.3%	4%	-1%	9%
14	Nc1nonc1NC(=O)CSc1ncccc1C(=O)O	0%	-1.3%	9%	0%	-16%
15	CCC(c1nnnn1C(C)(C)CC)N(CCCN1CCOCC1)Cc1cc2cccc(C)c2[nH]c1=O (configuration not stated)	-17%	3.4%	-6%	0%	2%
16	O=C(COC(=O)CNS(=O)(=O)c1c(Cl)cccc1Cl)Nc1ccccc1Sc1ccccc1	2%	6.7%	1%	-3%	10%

#	AID2073	KOR beta-arrestin-1	KOR beta-arrestin-2	GPR55 beta-arrestin
9	11%	6%	0.7%	0.0%
10	-7%	18%	-6.6%	-0.3%
11	-2%	-98%	12%	-0.1%
12	-9%	-9%[20 µM]	-1.2%	0.0%
13	0%	-6%	2.5%	0.3%
14	-15%	23%	-3.1%	-0.1%
15	14%	18%	1.8%	-0.1%
16	4%	18%	6.1%	0.0%

Continued:
#	SMILES	NOD1 inhibition	HIV peptide binding	GPR55 LPI antagonism	SIAH1 antagonists	GPR35 arrestin U2OS
17	O=C(NCc1ccc(F)cc1)C1CCCN1C(=O)Nc1cccc(F)c1 (configuration not stated)	19%	0.1%	-28%	1%	3%
18	CC1(C)Cc2nc(NC3CCCCC3)c(C#N)cc2CO1	3%	-1.2%	5%	-3%	14%
19	COC(=O)[C@@H](NCc1cccc(CN[C@H](C(=O)OC)C(C)C)c1)C(C)C	-38%	-0.4%	-11%	0%	3%
20	COc1ccc(Br)cc1CN(C)CC(=O)Nc1c(Cl)ccc(C)c1Cl	43%	0.3%	12%	0%	8%
21	CC1=CSC2=NC(=O)/C(=C\c3cccn3-c3ccccc3)C(=N)N12	32%	8.7%	14%	10%	-2%
22	CC(Sc1n[nH]c(N)n1)C(=O)NC1CCCCC1C (configuration not stated)	-7%	-0.7%	19%	13%	-7%
23	COc1ccc2cc(OCC(=O)NNC(=O)Nc3ccc(OC)c(OC)c3)ccc2c1	-22%	9.4%	-4%	13%	8%
24	O=C(Cn1cc2c(n1)CCCCC2)Nc1c(F)c(F)cc(F)c1F	-5%	-1.0%	4%	0%	-3%

#	AID2073	KOR beta-arrestin-1	KOR beta-arrestin-2	GPR55 beta-arrestin
17	9%	-38%[20 µM]	-2.1%	0.6%
18	-11%	-11%[20 µM]	-3.9%	0.0%
19	-6%	-56%[20 µM]	-0.2%	-0.1%
20	3%	-30%	-0.3%	-0.2%
21	15%	-19%	2.6%	-0.1%
22	-3%	18%	-3.2%	0.0%
23	4%	0%	2.8%	0.3%
24	3%	31%	-8.9%	-0.1%

The results go on:
#	SMILES	NOD1 inhibition	HIV peptide binding	GPR55 LPI antagonism	SIAH1 antagonists	GPR35 arrestin U2OS
25	Cc1ccc(OCC(=O)Nc2ccc(N(C)C)cc2)cc1	-8%	1.5%	9%	-4%	-1%
26	O=C(/C=C/c1ccccc1)c1c[nH]c2ccccc12	-15%	0.6%	0%	12%	-2%
27	COc1ccc(OC)c(/C=C2\Oc3cc(OCC(=O)N4CCC[C@H]4C(=O)O)ccc3C2=O)c1	-20%	3.1%	34%	0%	4%
28	COc1ccc(Oc2nc3c(c(=O)n(C)c(=O)n3C)n2C)cc1	18%	1.1%	-18%	-2%	-3%
29	CCN(C(=O)CSc1ncnc2sc(C)c(C)c12)C1CCS(=O)(=O)C1 (configuration not stated)	4%	-0.4%	-4%	-6%	0%
30	COc1ccccc1N1C(=O)CC(Sc2nccc(C)n2)C1=O (configuration not stated)	19%	1.2%	4%	-9%	-8%
31	COC(=O)/C(C#N)=C/c1ccc(OC(=O)c2ccccn2)cc1	-19%	0.1%	1%	-2%	15%
32	OCC1CCCCN1C(=S)Nc1cccc(Cl)c1 (configuration not stated)	-22%	0.3%	5%	14%	?

#	AID2073	KOR beta-arrestin-1	KOR beta-arrestin-2	GPR55 beta-arrestin
25	-9%	-1%	-0.7%	-0.1%
26	-7%	15%	5.4%	-0.1%
27	53%	-34%[20 µM]	-2.9%	1.0%
28	-4%	-26%[20 µM]	0.9%	0.5%
29	2%	-26%	0.9%	0.3%
30	-6%	-81%	0.6%	0.0%
31	16%	-37%	-0.5%	-0.1%
32	-11%	-24%[20 µM]	-1.8%	-0.1%

Going on with the list:
#	SMILES	NOD1 inhibition	HIV peptide binding	GPR55 LPI antagonism	SIAH1 antagonists	GPR35 arrestin U2OS
33	C=CCOC(=O)C1=C(C)NC(C)=C(C(=O)OCC=C)C1c1cn(-c2ccccc2)nc1-c1ccco1	-13%	0.7%	40%	15%	-2%
34	O=C(OCC(=O)c1c[nH]c2ccccc12)c1ccc(Br)o1	2%	0.6%	-10%	2%	-4%
35	Cc1cc(=O)oc2cc(OCC(=O)Nc3ccc(S(=O)(=O)N(C)C)cc3)ccc12	-17%	0.3%	3%	-3%	-4%
36	CC(=O)c1ccc(NC(=O)Nc2cccnc2)cc1	-30%	-0.3%	3%	3%	3%
37	Cn1nc([N+](=O)[O-])nc1N1CCN(c2ccc(F)cc2)CC1	-12%	2.9%	21%	2%	0%
38	COc1ccc2c(c1)c(C(O)CN1CCN(Cc3ccc4c(c3)OCO4)CC1)c(C)n2C (configuration not stated)	-6%	20%	-9%	-3%	0%
39	COc1ccc(S(=O)(=O)N2CCC(C(=O)NCCc3ccccc3)CC2)cc1	-8%	-0.1%	1%	0%	7%
40	Cc1nc(C)c(NC(=O)N2CCc3ccccc32)cc1NC(=O)N1CCc2ccccc21	-24%	-1.6%	0%	5%	-5%

#	AID2073	KOR beta-arrestin-1	KOR beta-arrestin-2	GPR55 beta-arrestin
33	25%	-37%	1.2%	0.0%
34	-4%	-10%	-2.6%	0.0%
35	38%	21%	-0.8%	1.3%
36	6%	-9%	0.8%	-0.1%
37	16%	5%	-1.4%	0.0%
38	-3%	-11%	39%	0.0%
39	-2%	-12%[20 µM]	-3.8%	-0.3%
40	6%	16%	2.0%	-0.2%

Brought forward from above: 2 entries, followed by the next part.
#	SMILES	NOD1 inhibition	HIV peptide binding	GPR55 LPI antagonism	SIAH1 antagonists	GPR35 arrestin U2OS
39	COc1ccc(S(=O)(=O)N2CCC(C(=O)NCCc3ccccc3)CC2)cc1	-8%	-0.1%	1%	0%	7%
40	Cc1nc(C)c(NC(=O)N2CCc3ccccc32)cc1NC(=O)N1CCc2ccccc21	-24%	-1.6%	0%	5%	-5%
41	COc1c2c(nc3occc13)C(CC=C(C)C)(OC)C(OC(C)=O)CC2 (configuration not stated)	34%	-3.5%	-1%	32%	-2%
42	O=C1O/C(=C/c2ccccc2)N=C1c1ccccc1	-33%	2.2%	0%	-2%	6%
43	CC1=NN(C(=O)c2cccc(Cn3nc(C)c([N+](=O)[O-])c3C)c2)C(O)(C(F)(F)F)C1 (configuration not stated)	15%	-0.3%	-19%	-4%	-2%
44	O=C(Cc1ccccc1)N1CCN(S(=O)(=O)c2ccc([N+](=O)[O-])cc2)CC1	-16%	-0.6%	-4%	0%	-3%
45	CCOC(=O)N1CCN(C(=O)c2ccc(Cl)c(S(=O)(=O)N3CCOCC3)c2)CC1	35%	1.6%	nt	-3%	12%

#	AID2073	KOR beta-arrestin-1	KOR beta-arrestin-2	GPR55 beta-arrestin
39	-2%	-12%[20 µM]	-3.8%	-0.3%
40	6%	16%	2.0%	-0.2%
41	-3%	7%	-4.5%	0.4%
42	11%	2%	1.1%	0.1%
43	-8%	-43%	6.2%	0.0%
44	5%	-12%[20 µM]	nt	0.2%
45	15%	10%	0.5%	-0.1%

Compound activity: PubChem BioAssay, Sanford-Burnham Center for Chemical Genomics
